GIRK2 activator: activators of NPY4-receptor-primed GIRK2 channels, summary, cell-based, HEK293, thallium flux; 34,000 tested, under 10 active; G protein-activated inward rectifier potassium channel 2 (Homo sapiens), P48051; activation (% efficacy), % for hits at 37.5 µM; AID 1259324, 2017; HEK293 GIRK2/NPY4 cells, thallium flux fluorescence;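 active means primary screen hit, no activity in plain HEK293 cells, and in GIRK2-only cells above 5% efficacy rising with concentration; inactive means the rest, including fluorescent compounds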;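 further: efficacy is normalized control-subtracted fluorescence 15 s after thallium addition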
Target sequence (P48051 whole entry, looked up): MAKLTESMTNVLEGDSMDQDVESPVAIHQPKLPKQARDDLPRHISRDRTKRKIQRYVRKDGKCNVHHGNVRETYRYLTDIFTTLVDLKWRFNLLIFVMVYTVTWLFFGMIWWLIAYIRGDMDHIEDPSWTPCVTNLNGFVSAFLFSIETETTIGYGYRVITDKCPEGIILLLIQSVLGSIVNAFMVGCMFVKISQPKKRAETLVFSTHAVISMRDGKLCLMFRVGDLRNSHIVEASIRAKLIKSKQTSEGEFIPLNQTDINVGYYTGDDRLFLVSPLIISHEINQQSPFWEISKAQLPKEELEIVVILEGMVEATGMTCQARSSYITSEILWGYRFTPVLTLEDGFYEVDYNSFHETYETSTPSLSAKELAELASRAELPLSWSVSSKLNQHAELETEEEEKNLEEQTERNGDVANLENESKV
Calls only; i = inactive. These rows are one share of the data (hit frequency here may not be typical).

SMILES	GIRK2 activator
COC(=O)C12CC3CC(CC(NC(=O)c4snnc4C)(C3)C1)C2	i
COc1ccc2nc(N3CC(C(=O)NCc4ccc(S(N)(=O)=O)cc4)C3)sc2c1	i
CCOc1ccc(-c2ccc(OCCNS(=O)(=O)c3ccc(CC)cc3)nn2)cc1	i
Cn1c(C(F)(F)F)nn(CCNC(=O)c2ccc(-n3cccc3)cc2)c1=O	i
CCCCC1C2=C(CCCC2=O)OC2=C1C(=O)CCC2	i
Cc1ccc(N2CC(C(=O)NCc3n[nH]c(=O)c4ccccc34)CC2=O)cc1C (configuration not stated)	i
CCCCOCC(O)Cn1cnc2ccccc21 (configuration not stated)	i
Cc1ccc(-c2noc(CN3C(=O)COc4cc(C(C)(C)C)ccc43)n2)cc1	i
COc1cccc(NC(=O)Cn2c(C)cc(C)c(-c3nc(-c4ccc(Cl)cc4)no3)c2=O)c1	i
COc1ccccc1N1CCN(CC(O)COC2CCCC2)CC1 (configuration not stated)	i
O=C(Nc1cccc([N+](=O)[O-])c1)c1ccc(N2CCCCS2(=O)=O)cc1	i
COc1ccc(N2C(=O)CCS2(=O)=O)cc1S(=O)(=O)N1CCCc2ccccc21	i
CCCNC(=O)Cn1nc2c(c1NC(=O)C(=O)c1c(C)[nH]c3ccccc13)CSC2	i
O=C(Cc1cccc2ccccc12)NCC#CCN1CCc2ccccc2C1	i
CCCS(=O)(=O)NCCNc1ccc(Nc2cccc(C)n2)nn1	i
O=C(/C=C/c1cccs1)NCC1CCN(C(=O)c2ccccc2F)CC1	i
O=C(COc1ccccc1)Nc1nonc1-c1ccccc1	i
CC(C)n1c(=O)c2ccc(C(=O)NC3CCCC3)cc2n2c(=O)n(C)nc12	i
CCn1nnc2c(=O)n(CC(=O)N3CCN(c4ccc(Cl)cc4)CC3)cnc21	i
O=C(Cc1cccs1)NCC1CCN(c2ncccn2)CC1	i
O=C(Nc1ccccc1NC(=O)c1cc2ccccc2o1)c1ccccn1	i
CSc1ccccc1NC(=O)Cc1cc(-c2ccc3c(c2)OCO3)on1	i
CCOC(=O)C(C)NC(=O)NC1(c2nc(-c3cccnc3)no2)CCCCC1 (configuration not stated)	i
CCOc1cc(S(=O)(=O)N2CCC(C(N)=O)CC2)c(OCC)cc1C	i
O=C(NCc1ccc2c(c1)OCO2)C(=O)NCC1CCN(C(=O)c2ccncc2)CC1	i
COc1cccc2cc(C(=O)N(Cc3cccn3C)C3CC3)oc12	i
COc1cn(-c2ccc(F)cc2)nc1C(=O)NCc1ccccc1	i
COc1cc(NS(=O)(=O)c2cc(C)ccc2OC)ccc1N1CCCCC1=O	i
Cc1cc(C)n(-c2ccc(N3CCC(C(=O)Nc4nccs4)CC3)nn2)n1	i
Cc1ccc(Cn2c(N3CCCC3)nc3c2c(=O)[nH]c(=O)n3C)cc1	i
O=C(c1cc2cccnc2n(Cc2ccc(F)cc2)c1=O)N(Cc1ccccc1)Cc1ccccc1	i
Cc1cc(C)nc(-n2nc(C(C)(C)C)cc2OCC(=O)NCc2ccccc2)n1	i
CC(=O)Cc1nsc(NC(=O)C2(C)Cc3ccccc3C(=O)O2)n1 (configuration not stated)	i
CSc1ccccc1C(=O)Nc1ccc2c(c1)CN(C(=O)c1cccs1)CC2	i
Cc1nc(N2CCN(C(=O)C3CCCC3)CC2)cc(-n2ccnc2)n1	i
O=S(=O)(NCC1(c2cccs2)CCCC1)c1ccc(Cl)s1	i
Cc1cc(O)c(Cc2c(O)cc(C)n(CC3CCCO3)c2=O)c(=O)n1CC1CCCO1 (configuration not stated)	i
COc1ccc(S(=O)(=O)Nc2nc(C(=O)Nc3ccc(F)c(F)c3)cs2)cc1	i
Cc1ccc(-n2nc(C)c3c(Cl)c(C(=O)NC(C)C)cnc32)cc1	i
CC(O)(CNC(=O)c1cc(-c2ccco2)on1)c1ccccc1 (configuration not stated)	i
CCOC(=O)c1sc(NC(=O)c2ccc(N3C(=O)c4ccccc4C3=O)cc2)nc1C	i
Cc1ccc(-n2ccnc2N2CCN(C(=O)c3ccccc3C(F)(F)F)CC2)cc1	i
O=C(NCC1(O)CCc2ccccc21)Nc1ccc(Cl)c(Cl)c1 (configuration not stated)	i
COc1ccc(NC(=O)c2nnn(Cc3ccc(C)cc3)c2N)cc1OC	i
CCOc1ccc(CNC(=O)Cc2nnc(-c3cccc(F)c3)o2)cc1	i
O=C(NCC(O)c1ccsc1)Nc1cccs1 (configuration not stated)	i
Cc1csc(NC(=O)C2CCNCC2)n1	i
CCOc1ccc(S(=O)(=O)NCC2CCN(c3ccccn3)CC2)cc1F	i
O=C(Nc1ccon1)C1CN(c2nc3c(F)cccc3s2)C1	i
Cc1ccc(Cl)cc1S(=O)(=O)NCC(c1cccn1C)N1CCOCC1 (configuration not stated)	i
Other results follow.
SMILES	GIRK2 activator
COc1ccc(S(=O)(=O)N2c3ccccc3CC2C(N)=O)cc1C (configuration not stated)	i
CCC(=O)Nc1ccc(S(=O)(=O)NCC2CCN(CCOC)CC2)c(C)c1	i
CCCOc1ccc(N2CCN(C(=O)c3c(-c4ccccc4Cl)noc3C)CC2)nn1	i
Cc1ccc(C)c(N2CCN(C(=O)Cc3c(C)[nH]c(=O)[nH]c3=O)CC2)c1	i
Cc1ccc(-n2ncc3c(=O)n(NC(=O)CCC4CCCCC4)cnc32)cc1	i
CCOc1cc(C(=O)NCC2CCN(C(=O)c3cc4ccccc4o3)CC2)cc(OCC)c1OCC	i
Cc1ccc(S(=O)(=O)N(C)CC(O)CN2CCCC2)cc1 (configuration not stated)	i
O=C(Cc1csc(SCC(=O)c2ccccc2)n1)NCc1cccs1	i
CCN(CC)S(=O)(=O)c1ccc(C(C)=O)c(NC(=O)c2cc3c(=O)n4ccccc4nc3s2)c1	i
O=C1NC(=O)C2(CCN(S(=O)(=O)c3ccccc3Cl)CC2)N1	i
O=C(Nc1cccs1)Nc1nc(CN2CCc3ccccc3C2)cs1	i
CCc1ccc(C(=O)NCC(c2cccn2C)N2CCCCCC2)cc1 (configuration not stated)	i
COc1cccc(-c2cc(CC(=O)Nc3ccc(Cl)cc3)no2)c1	i
CCOC(=O)C1CCN(C(=O)c2ccc([N+](=O)[O-])o2)CC1	i
O=C(Cc1cc(-c2ccco2)on1)NCCc1c[nH]c2ccccc12	i
O=C(CCCS(=O)(=O)c1ccccc1)N1CCN(c2nc3c(F)cc(F)cc3s2)CC1	i
Cc1ccc2c(CC(=O)N3CC(C)CC(C)C3)cc(=O)oc2c1 (configuration not stated)	i
COc1ccc(S(=O)(=O)CCCC(=O)Nc2nc(-c3ccc(Cl)s3)cs2)cc1	i
Cc1cc(=O)[nH]c(-n2nc(C)c(CCC(=O)Nc3ccc(C(N)=O)cc3)c2C)n1	i
O=C(c1nc2ccccc2s1)N1CCC(c2nnc(-c3ccc(F)cc3)o2)CC1	i
CS(=O)(=O)N1CCC(C(=O)Nc2nc3c(Cl)c(Cl)ccc3s2)CC1	i
O=C(/C=C/c1cccs1)N(CCCn1ccnc1)c1nc2c(Cl)cccc2s1	i
COc1ccccc1CNC(=O)C1CCCN(c2cnc3ccccc3n2)C1 (configuration not stated)	i
Cc1ccc2nc(NC(=O)c3ccno3)sc2c1	i
COc1ccc(S(=O)(=O)CC(=O)Nc2cccc(-c3nc4ccccc4s3)c2)cc1	i
COc1ccc(C(=O)Nc2ccc(N3CCCC3=O)c(C)c2)c(OC)c1	i
Cc1nn(C2CCS(=O)(=O)C2)c2nc(-c3ccco3)cc(C(=O)Nc3nccs3)c12 (configuration not stated)	i
CN(c1nc2c(c(=O)n(C)c(=O)n2C)n1CC(=O)O)C1CCCCC1	i
CCC(CC)C(=O)Nc1cc(-c2cn3nc(OC)ccc3n2)ccc1OC	i
CCCNC(=O)c1cc(-c2ccccc2)oc1C	i
CCOC(=O)c1ccc(NC(=O)c2ccn(C)n2)cc1	i
C=CCSc1nnc(-c2ccccc2NC(=O)c2cccc(S(=O)(=O)N3CCOCC3)c2)o1	i
NC(=O)CSc1nnc(CCn2ccc(=O)[nH]c2=O)o1	i
CCCS(=O)(=O)N1CCCc2cc(NC(=O)c3cc(C)oc3C)ccc21	i
Nc1ccc(CC(=O)N2CCC(O)CC2)cc1	i
Cc1ccnc(NS(=O)(=O)c2ccc(NC(=O)c3nc(-c4cnccn4)no3)cc2)n1	i
COc1cn(-c2ccc(F)cc2)nc1C(=O)N1CCc2ccccc21	i
O=C(CCCc1ccccc1)NCCS(=O)(=O)N1CCN(c2ccccn2)CC1	i
Cc1cc(C)n(-c2cc(NCCNS(=O)(=O)c3ccccc3Cl)ncn2)n1	i
O=C(NCC(O)(c1ccccc1)C(F)(F)F)c1ccco1 (configuration not stated)	i
CCOCCn1c(=NC(=O)c2ccnn2C)sc2c(C)cc(C)cc21	i
O=C(Cc1cc(-c2ccccc2)on1)NCCCN1CCOCC1	i
Cc1nnc(NC(=O)c2ccc(S(=O)(=O)NCc3ccc4c(c3)OCO4)o2)s1	i
CNS(=O)(=O)c1ccc(C(=O)Nc2ncccc2C)o1	i
Cc1cc(C(=O)NCC2(O)CCCC2)no1	i
O=C(CCn1ccc(=O)[nH]c1=O)Nc1onc2c1CSC2	i
Cc1ccc(CC(=O)Nc2nnc(CSc3ccccc3)o2)c(C)c1	i
Cc1ccc(-n2ccnc2N2CCN(C(=O)Cc3cccs3)CC2)cc1	i
COc1ncccc1C(=O)N1CCC(c2nnc(-c3ccco3)s2)CC1	i
CC(=O)N1N=C(c2ccc(F)cc2)CC1c1sccc1C (configuration not stated)	i
Next part.
SMILES	GIRK2 activator
Cc1onc(-c2ccccc2Cl)c1C(=O)NCC1(O)CCc2ccccc21 (configuration not stated)	i
Cn1nc(C2CCN(C(=O)Nc3ccc(C(C)(C)C)cc3)CC2)n(-c2ccccc2)c1=O	i
Cc1nnsc1C(=O)N1CCC(c2nnc(-c3ccc(F)cc3)o2)CC1	i
Cc1ccc(-n2nc3c(c2-n2cccc2)CN(C(=O)c2ccno2)C3)cc1C	i
COc1ccc(CCNC(=O)Cn2nc(-c3ccccc3OC)ccc2=O)cc1	i
COCC(=O)N1CCCc2ccc(NC(=O)NCCCc3ccccc3)cc21	i
CCc1nc2sc(C(c3cccc(C(F)(F)F)c3)N3CCCC3)c(O)n2n1 (configuration not stated)	i
CCOC(=O)c1ccccc1NC(=O)CSC1=NS(=O)(=O)c2ccccc2N1CC	i
CC1CCN(c2ccc(N3CCN(S(=O)(=O)c4cccc([N+](=O)[O-])c4)CC3)nn2)CC1	i
O=C(NCc1ccsc1)C1CC1	i
O=C(Cn1nnc2ccccc2c1=O)N1CCN(c2ncccn2)CC1	i
COc1ccc(CNC(=O)Cc2cc(-c3ccco3)on2)cc1	i
CC(C)(CO)NC(=O)Cc1ccc(NC(=O)Nc2ccccc2Cl)cc1	i
O=C(NCC1(c2cccs2)CCOCC1)Nc1cccs1	i
NC(=O)c1cccc(Oc2ncccn2)c1	i
O=C1CSC(=O)N1C1CCCCC1NC(=O)C1(c2ccccc2)CCOCC1 (configuration not stated)	i
COc1cccc(NC(=O)Nc2cccc(N3CCCS3(=O)=O)c2)c1OC	i
COCCNc1oc2c(c1-c1cccc(OC)c1)c(=O)oc1ccccc12	i
CC(C)CCn1nc2ccc(S(=O)(=O)N3CCCCC3)cn2c1=O	i
Cc1ccc(C)c2sc(N3CC(O)C3)nc12	i

Not a retest: an excerpt of the list.
SMILES	GIRK2 activator
O=C(Cn1nnc2ccccc2c1=O)N1CCN(c2ncccn2)CC1	i
COc1ccc(CNC(=O)Cc2cc(-c3ccco3)on2)cc1	i
CC(C)(CO)NC(=O)Cc1ccc(NC(=O)Nc2ccccc2Cl)cc1	i
O=C(NCC1(c2cccs2)CCOCC1)Nc1cccs1	i

(further entries)
SMILES	GIRK2 activator
CCS(=O)(=O)N1CCCc2cc(NC(=O)NC(c3ccccc3)c3ccccc3)ccc21	i
CC(O)(CNC(=O)C(=O)Nc1ccon1)c1ccc(-c2ccccc2)cc1 (configuration not stated)	i
O=C(/C=C/c1ccc2c(c1)OCO2)NCC1(c2cccs2)CCOCC1	i
C#CCn1c(=NC(=O)C2CCN(S(C)(=O)=O)CC2)sc2cc3c(cc21)OCCO3	i
CCOc1ccc(C2=NN(S(C)(=O)=O)C(c3ccc4nccnc4c3)C2)cc1 (configuration not stated)	i
O=C(NCC(O)Cc1ccccc1)Nc1cccc(C(F)(F)F)c1 (configuration not stated)	i
O=C(CSc1nc(=O)n(CCCO)c2c1CCC2)Nc1ccc2c(c1)OCCO2	i
CCOc1ccc(-c2ccc(N3CCN(C(=O)c4ccc5ccccc5n4)CC3)nn2)cc1	i
CN(C)C(CNC(=O)c1cccc(C#N)c1)c1cccn1C (configuration not stated)	i
CS(=O)(=O)c1ccc2nc(NC(=O)C3CCCN(S(C)(=O)=O)C3)sc2c1 (configuration not stated)	i

Compounds from the list above that have a thiophene ring, fused or not:
SMILES	GIRK2 activator
O=C(/C=C/c1cccs1)NCC1CCN(C(=O)c2ccccc2F)CC1	i
O=C(Cc1cccs1)NCC1CCN(c2ncccn2)CC1	i
CSc1ccccc1C(=O)Nc1ccc2c(c1)CN(C(=O)c1cccs1)CC2	i
O=S(=O)(NCC1(c2cccs2)CCCC1)c1ccc(Cl)s1	i
O=C(NCC(O)c1ccsc1)Nc1cccs1 (configuration not stated)	i
O=C(Cc1csc(SCC(=O)c2ccccc2)n1)NCc1cccs1	i
CCN(CC)S(=O)(=O)c1ccc(C(C)=O)c(NC(=O)c2cc3c(=O)n4ccccc4nc3s2)c1	i
O=C(Nc1cccs1)Nc1nc(CN2CCc3ccccc3C2)cs1	i
COc1ccc(S(=O)(=O)CCCC(=O)Nc2nc(-c3ccc(Cl)s3)cs2)cc1	i
O=C(/C=C/c1cccs1)N(CCCn1ccnc1)c1nc2c(Cl)cccc2s1	i
Cc1ccc(-n2ccnc2N2CCN(C(=O)Cc3cccs3)CC2)cc1	i
CC(=O)N1N=C(c2ccc(F)cc2)CC1c1sccc1C (configuration not stated)	i
O=C(NCc1ccsc1)C1CC1	i
O=C(NCC1(c2cccs2)CCOCC1)Nc1cccs1	i
O=C(/C=C/c1ccc2c(c1)OCO2)NCC1(c2cccs2)CCOCC1	i
